# RGS7-Gao reg – RGS7-Galphao binding modulators, primary screen, biochemical, multiplexed bead flow cytometry; Guanine nucleotide-binding protein G(o) subunit alpha (Homo sapiens), P09471; actives lie on both sides; binding response (% of control), % at 10 µM; 220,000 tested, 0.35% active; in the data active = binding response below about 49% or above about 150%; inconclusive = no clear call, values can overlap the other calls; inactive = in between;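 note: fluorescent Galphao held in activated GDP-AlF4 state binding bead-coupled RGS7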
# Bim-Mcl-1 – inhibitors of Bim peptide binding to Mcl-1, primary screen, biochemical, bead-based flow cytometry, multiplex. Bim peptide-Mcl-1 binding. inhibition, % at 10 µM. 190,000 tested, 0.1% active; in the data active = inhibition above about 40%;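 note: 0% = no compound tracer wells and 100% = peptide blocker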
# GSH fluor – compound fluorescence on glutathione beads, profiling panel, artefact control, biophysical, 488/530 nm, flow cytometry | fluorescence (KMESF) at 10 µM | GSH beads flow cytometry, compound fluorescence 488/530 nm; hits give high values | 190,000 tested, 0.25% active; in the data active = fluorescence above about 89;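 note: glutathione beads carrying GST-tagged Bcl family fusion proteins plus one bare bead set; values are compound well signal with DMSO vehicle wells as background; inactives centre near 16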
# ABCG2 block – ABCG2 efflux pump inhibitors, primary screen, multiplex with ABCB1, IgMXP3 cells, flow cytometry | JC-1 efflux | 190,000 tested, 0.1% active | inhibition, % at 6.6 µM;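 active = inhibition above 80%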;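 note: 0% = DMSO and 100% = nicardipine control wells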
#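 material = IgMXP3 (ABCG2) plus far-red-tagged CCRF-Adr (ABCB1) cells | amount = 3 million cells/mL, equal mix of both lines | also added = JC-1 transporter substrate | dosing = one concentration, 6.6 µM final | schedule = 10 min at 25 °C | measured by = flow cytometric JC-1 green MFI at 530 nm | read-out basis = percent efflux inhibition, scaled nicardipine 100% to DMSO 0%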
# Avidin bead fluor – green autofluorescence of compounds with avidin beads – biophysical, 488/530 nm, flow cytometry, artefact control, profiling panel | 220,000 tested, 0.38% active | compound fluorescence 488/530 nm; hits give high values | fluorescence (KMESF) at 10 µM | AID 1775, 2009; in the data active = fluorescence above about 47; note: inactives centre near 10
# Mcl1-Bid inh – Mcl-1/Bid binding inhibitors, primary screen, biochemical, TR-FRET, 1536-well; inhibition, % at 21.7 µM; Induced myeloid leukemia cell differentiation protein Mcl-1 (Homo sapiens), Q07820; 220,000 tested, 0.97% active; TR-FRET Mcl-1/Bid-Dy647 peptide binding;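 active = compounds that cut the binding signal by more than half at the single screening dose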;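 note: His-tagged Mcl-1 with europium anti-His antibody binding Bid BH3 peptide; 0% = Mcl-1 plus peptide wells and 100% = peptide-only wells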
# RGS8-Gao reg – RGS8-Galphao binding modulators, primary screen, biochemical, multiplexed bead flow cytometry; Guanine nucleotide-binding protein G(o) subunit alpha (Homo sapiens), P09471; actives lie on both sides; response (percent of control binding), % at 10 µM; 220,000 tested, 0.34% active; AID 1423, 2008; in the data active = response below about 60% or above about 140%; inactive = in between;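 note: Galphao activated as the GDP aluminium fluoride complex binding bead-coupled RGS8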
# Mcl1-Noxa inh – Mcl-1/Noxa binding inhibitors, primary screen, biochemical, TR-FRET, 1536-well; TR-FRET Mcl-1/Noxa peptide binding, 2 h; 220,000 tested, 1.5% active; inhibition, % at 21.7 µM; Induced myeloid leukemia cell differentiation protein Mcl-1 (Homo sapiens), Q07820;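 active = compounds that cut the protein-peptide binding signal by more than 50% relative to plate controls in a single-dose test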;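 note: His-tagged Mcl-1 with rhodamine Noxa BH3 peptide and terbium anti-His antibody; 0% = Mcl-1 plus Noxa peptide wells and 100% = peptide-only wells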
# RGS4-Gao reg – modulators of RGS4 binding to Galphao, primary screen, biochemical, multiplexed bead flow cytometry | Guanine nucleotide-binding protein G(o) subunit alpha (Homo sapiens), P09471 | actives lie on both sides | binding response (% of control), % at 10 µM | 220,000 tested, 0.33% active; in the data active = binding response below about 49% or above about 150%; inactive = in between;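 note: fluorescent Galphao activated with aluminum fluoride binding bead-coupled RGS4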
# ABCB1 block – ABCB1 efflux pump inhibitors, primary screen, cell-based, multiplex, flow cytometry, ABCG2 counter-screen | 190,000 tested, 0.067% active | inhibition, % at 6.6 µM | AID 1326, 2008 | CCRF-Adr cells, JC-1 efflux; in the data active = inhibition above about 40%;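 note: 0% = vehicle and 100% = reference inhibitor; higher value means more JC-1 retained so stronger ABCB1 efflux block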
# Target sequence (P08183 whole entry, looked up): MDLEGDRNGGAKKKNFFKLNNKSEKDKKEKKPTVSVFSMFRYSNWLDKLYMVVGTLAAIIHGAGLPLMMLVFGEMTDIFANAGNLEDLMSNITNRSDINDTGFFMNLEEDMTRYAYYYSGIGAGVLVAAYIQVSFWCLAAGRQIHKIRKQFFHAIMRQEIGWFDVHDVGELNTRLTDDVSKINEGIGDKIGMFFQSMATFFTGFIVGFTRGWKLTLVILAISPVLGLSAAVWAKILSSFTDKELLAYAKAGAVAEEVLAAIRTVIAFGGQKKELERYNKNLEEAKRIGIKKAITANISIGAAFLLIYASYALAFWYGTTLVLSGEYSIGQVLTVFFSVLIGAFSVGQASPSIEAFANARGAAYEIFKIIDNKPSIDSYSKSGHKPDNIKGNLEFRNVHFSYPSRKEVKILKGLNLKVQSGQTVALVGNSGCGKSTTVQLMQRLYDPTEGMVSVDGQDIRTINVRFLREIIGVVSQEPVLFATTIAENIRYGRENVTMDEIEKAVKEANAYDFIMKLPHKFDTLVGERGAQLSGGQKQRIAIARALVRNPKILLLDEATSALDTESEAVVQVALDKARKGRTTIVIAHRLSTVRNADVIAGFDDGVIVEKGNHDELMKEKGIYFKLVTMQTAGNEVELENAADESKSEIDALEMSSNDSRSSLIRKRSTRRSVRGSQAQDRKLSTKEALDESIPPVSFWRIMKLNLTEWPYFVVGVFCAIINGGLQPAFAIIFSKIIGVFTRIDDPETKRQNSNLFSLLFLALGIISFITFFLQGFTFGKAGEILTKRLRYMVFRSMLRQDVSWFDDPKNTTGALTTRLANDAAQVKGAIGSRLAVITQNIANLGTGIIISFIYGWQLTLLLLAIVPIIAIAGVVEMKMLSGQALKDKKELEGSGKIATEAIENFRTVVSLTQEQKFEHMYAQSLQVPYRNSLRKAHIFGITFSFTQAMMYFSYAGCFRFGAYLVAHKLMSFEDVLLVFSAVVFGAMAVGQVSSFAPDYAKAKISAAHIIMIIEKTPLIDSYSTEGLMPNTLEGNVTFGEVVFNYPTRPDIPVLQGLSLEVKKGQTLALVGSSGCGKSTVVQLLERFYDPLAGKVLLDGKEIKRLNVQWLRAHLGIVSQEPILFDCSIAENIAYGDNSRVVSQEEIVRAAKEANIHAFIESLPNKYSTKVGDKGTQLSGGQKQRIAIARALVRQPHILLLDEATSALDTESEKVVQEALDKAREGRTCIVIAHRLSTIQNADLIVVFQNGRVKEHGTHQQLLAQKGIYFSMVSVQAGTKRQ
# Pf gamet viab – late stage P. falciparum gametocyte viability inhibitors, primary screen, ATP luminescence, HTS. P. falciparum stage V gametocytes, 24 h. inhibition, % at 10.9 µM. 150,000 tested, 0.065% active;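 active = inhibition above the mean plus 3 SD of compounds within the control limits, set per campaign, cut at about 38% in these data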;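 note: 0% = DMSO wells and 100% = medium only without gametocytes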
# * = called active by the depositor; ? = inconclusive; nt = no result given; & = joins results of further samples. This is a subset; the hit share may differ from the screen's.
SMILES,RGS7-Gao reg,Bim-Mcl-1,GSH fluor,ABCG2 block,Avidin bead fluor,Mcl1-Bid inh,RGS8-Gao reg,Mcl1-Noxa inh,RGS4-Gao reg,ABCB1 block,Pf gamet viab
COc1ccccc1N1C(=O)NC(=O)C2(Cc3cc(C)ccc3N(C)C2)C1=O (stereo unspecified),93.5,2.0,8,1.1,17,-52.5,99.5,14.0,93.8,0.0,nt
C/C(=N\N1CCCCCC1)c1c(O)n(C)c(=O)n(C)c1=O,?,nt,nt,nt,11,-42.5,100.2,-6.5,99.3,nt,nt
COc1cc2c(cc1OC)-c1c(OC)c(OC)cc3c1[C@H](C2)N(C)CC3,102.0,-2.0,19,-0.8,9,-1.0,102.7,5.4,100.1,1.0,-1.8
Cc1ccsc1C(=O)C1CCCN(Cc2cccc(-n3cccn3)c2)C1 (stereo unspecified),100.7,0.0,15,10.2,1,-29.6,99.2,-2.3,95.4,5.6,-1.3
COc1cc(OC)c2c(c1)OCC1CON(C)C21 (stereo unspecified),97.2,0.0,14,2.2,11,2.0,100.6,9.2,99.4,0.7,8.3
COc1ccc(NC2=NCC(C)S2)cc1 (stereo unspecified),98.8,-1.0,17,-1.3,8,0.6,102.4,9.7,101.5,-0.5,-45.2
CN1C(=O)N(C)C(=O)C2(Cc3c(nc4ccccn4c3=O)N3CCc4ccccc4C32)C1=O (stereo unspecified),100.2,0.0,36,-2.3,6,-4.4,103.2,10.3,105.5,-1.0,nt
O=C(COC(=O)c1ccccc1)Nc1ccc(Cl)cc1C(=O)c1ccccc1,98.3,5.0,9,38.5,6,-3.8,90.7,2.5,100.0,1.5,3.9
Cc1[nH]c2ccccc2c1C1=CCNCC1,102.5,0.0,25,-0.2,4,-93.3,104.0,-5.1,103.6,0.0,nt
O=C1NC(=O)N(c2ccc(F)cc2)C(=O)/C1=C/c1ccc(N2CCOCC2)cc1,98.8,-2.0,13,0.7,12,-34.0,95.0,7.3,97.0,0.1,-21.6
CC(=NCc1ccco1)c1c(O)n(-c2ccccc2C)c(=O)[nH]c1=O,?,nt,nt,nt,10,-40.7,101.2,11.4,102.0,nt,14.4
CCC1(CC)C(=O)N(Cc2ccccc2)C(=O)N(Cc2ccccc2)C1=O,96.7,-2.0,12,2.6,11,5.1,99.7,-1.4,96.5,0.8,nt
COc1ccc(CN2CCN(c3ccccc3F)CC2)c(OC)c1,100.2,0.0,26,1.3,6,13.8,101.7,16.1,95.7,0.4,-7.3
Cc1ccccc1-n1c(/C=C/c2ccccn2)nc2ccccc2c1=O,?,nt,nt,nt,8,-47.4,97.2,7.1,95.2,nt,nt
CCCCn1c(O)c(C(C)=Nc2cccc(C(=O)O)c2)c(=O)[nH]c1=O,97.4,0.0,14,6.1,25,-1.8,91.6,18.4,96.4,1.2,nt
COc1ccc(NC2(C#N)CCCCC2)cc1,101.8,-1.0,18,0.1,11,-51.9,106.0,-7.2,99.9,0.0,7.2
Cn1c(C(=O)N2CCC(C(=O)N3CCC4(CC3)OCCO4)CC2)cc2sccc21,94.6,5.0,44,1.9,7,-39.0,99.2,-1.6,101.5,0.9,nt
Cc1cc(/C=C2\C(=O)NC(=O)N(C)C2=O)c(C)n1-c1ccc2c(c1)OCO2,96.2,-1.0,11,13.9,25,-30.3,98.8,24.0,90.5,2.1,5.7
O=C(Cn1cnc2sc3c(c2c1=O)CCCC3)NCCCC(=O)N1CCC2(CC1)OCCO2,94.0,-3.0,43,0.2,6,-14.7,100.0,-8.6,97.3,-0.4,nt
CSc1ncc(CN2CCCC(C(=O)c3cccc(Cl)c3)C2)cn1 (stereo unspecified),100.1,-4.0,10,1.5,7,8.8,94.5,4.2,100.7,0.8,nt

# Reprinted from the part before: 3 compounds, followed by the next part.
SMILES,RGS7-Gao reg,Bim-Mcl-1,GSH fluor,ABCG2 block,Avidin bead fluor,Mcl1-Bid inh,RGS8-Gao reg,Mcl1-Noxa inh,RGS4-Gao reg,ABCB1 block,Pf gamet viab
Cc1cc(/C=C2\C(=O)NC(=O)N(C)C2=O)c(C)n1-c1ccc2c(c1)OCO2,96.2,-1.0,11,13.9,25,-30.3,98.8,24.0,90.5,2.1,5.7
O=C(Cn1cnc2sc3c(c2c1=O)CCCC3)NCCCC(=O)N1CCC2(CC1)OCCO2,94.0,-3.0,43,0.2,6,-14.7,100.0,-8.6,97.3,-0.4,nt
CSc1ncc(CN2CCCC(C(=O)c3cccc(Cl)c3)C2)cn1 (stereo unspecified),100.1,-4.0,10,1.5,7,8.8,94.5,4.2,100.7,0.8,nt
CN(CCCCC(=O)/C=N/O)Cc1ccccc1 (tested in a mixture with another compound),102.8,8.0,10,-0.5,9,-9.4,103.5,-0.8,101.3,-0.1,17.8
CCOC(=O)C1CCN(/C=C2/C(=O)NC(=O)N(Cc3ccco3)C2=O)CC1,95.5,-2.0,52,-5.7,10,-5.2,96.9,1.6,94.5,-0.7,nt
CN1CCN(c2ccc([N+](=O)[O-])c(Sc3ccccn3)c2)CC1,?,nt,nt,nt,6,-31.8,97.5,26.6,90.9,nt,6.8
Cn1c(O)c(C=NCCCN2CCCC2=O)c(=O)n(C)c1=O,100.0,0.0,53,3.0,5,1.7,100.7,8.5,104.8,0.7,nt
CCOCCN1CCN(c2nnc3n2-c2ccc(Cl)cc2C(c2ccccc2Cl)=NC3)CC1,100.2,-2.0,19,-0.4,23,-9.5,101.2,-13.4,101.7,3.0,3.3
CC(Cl)(Cl)/C(=N/P(=S)(N1CCOCC1)N1CCOCC1)N1CCOCC1,?,nt,nt,nt,8,-13.5,97.8,1.5,91.5,nt,-16.0
CN1CCN(CC(=O)Nc2ccc([N+](=O)[O-])cc2C(=O)c2ccccc2)CC1,101.0,-5.0,13,22.1,11,-7.2,101.3,12.7,101.8,5.8,10.9
COc1ccc2c(c1)c(C(=O)CN1CCC3(CC1)OCCO3)c(C)n2Cc1ccccc1,90.4,-3.0,22,15.3,21,-20.3,97.2,-1.1,93.8,2.9,nt
C/C(=N\Nc1ccccc1)c1c(O)[nH]c(=O)[nH]c1=O,?,nt,nt,nt,7,-57.6,101.9,-5.3,105.2,nt,-17.1
CCOC(=O)[C@]1(C#N)[C@@H]2C=CC(C(C)=O)=CN2[C@@H](C(N)=O)[C@@H]1c1ccsc1,94.3,-5.0,10,1.2,36,-43.9,97.9,-3.5,96.1,0.1,-7.0
Cc1nc2ccccc2c(=O)n1-c1ccc(Cl)cc1[N+](=O)[O-],103.2,2.0,15,5.3,8,-34.2,99.6,2.2,101.3,1.4,11.5
C/C(CCc1c[nH]c2ccccc12)=N\O,103.5,3.0,23,0.0,18,-61.4,101.4,16.6,101.9,-0.3,25.4
CNP(=O)(Oc1ccccc1)OC12CC3CC(CC(C3)C1)C2 (stereo unspecified),97.3,2.0,16,6.3,8,1.6,95.7,2.4,96.0,0.4,-2.5
COc1ccc(C2c3c(nc(C)[nH]c3=O)Oc3c2c(=O)oc2ccccc32)cc1 (stereo unspecified),?,nt,nt,nt,6,-11.2,94.4,5.6,94.3,nt,9.3
CN1C(=O)C(Cc2ccsc2)C(=O)N(C)C1=O,97.9,0.0,25,0.8,4,-64.6,97.4,12.4,99.4,-0.1,nt
COc1cccc(Oc2c(C)oc3cc(OC(=O)N(C)C)ccc3c2=O)c1,98.1,-2.0,32,4.6,15,-3.0,102.8,-10.3,100.7,0.9,nt
COc1ccccc1-n1c(O)c(C=NCCCn2ccnc2)c(=O)[nH]c1=O,93.6,0.0,14,-3.2,8,-30.5,99.2,10.9,97.2,-0.8,nt
COc1ccc(N=Cc2c(O)n(Cc3cccs3)c(=O)[nH]c2=O)cc1,104.9,-3.0,10,3.0,10,0.4,106.2,9.5,107.3,0.1,-5.4
Cc1ccc(NP(=O)(Nc2ccc(C)cc2)Oc2ccccc2)cc1,?,0.0,15,1.8,8,-2.2,100.0,6.6,96.8,0.0,nt
CN(Cc1ccccc1)Cc1ccccc1OC(=O)N(C)C,95.0,-1.0,16,0.2,6,11.9,101.2,21.6,97.4,0.3,-17.0
CN(C)CC1CSCCC1(O)c1ccccc1 (stereo unspecified),90.3,2.0,19,-2.3,3,-8.3,78.6,3.0,82.8,-0.3,nt
O=C(O)c1ccc2c(c1)C1C(Cl)C(Sc3ccccc3[N+](=O)[O-])CC1C(c1cccc([N+](=O)[O-])c1)N2 (stereo unspecified),101.4,1.0,11,-0.6,20,-48.7,100.0,77.1*,101.1,-0.3,nt
Cc1ccc(NC(=O)c2cn(CCC#N)nc2-c2ccc3c(c2)OCCO3)c([N+](=O)[O-])c1,93.2,5.0,9,27.5,9,18.8,98.4,2.8,100.3,1.2,23.0
Cc1ccc(-c2nc3ccccc3c(=O)n2-n2cccc2)cc1,93.6,1.0,20,2.3,14,-9.5,96.8,1.9,91.5,0.6,-46.6
CCCCC(=O)N/N=C/c1c(O)n(CC)c(=S)[nH]c1=O,80.2,22.0,6,-2.2,5,-35.6,81.5,-23.8,82.1,-0.4,6.2
Oc1ccc(C2NCc3ccccc3-n3cccc32)cc1Cl (stereo unspecified),?,-2.0&0.0,19&19,-0.7&8.7,16&10,-48.3&-36.2,99.5&98.9,10.8&15.0,93.8&96.3,0.3&2.5,-5.7
O=C1NC(=O)C(CCc2ccncc2)(Cc2ccc3c(c2)OCO3)C(=O)N1CCc1ccccc1 (stereo unspecified),101.5,-4.0,33,12.5,13,5.0,105.7,7.0,103.7,3.2,1.2
CC1CCCN(C(=O)CN2C3CCC2CC(O)(c2ccc(F)cc2)C3)C1 (stereo unspecified),102.1,1.0,13,-0.5,20,-16.2,102.1,7.8,100.7,-0.3,nt
COc1ccc(OC)c(N2Cc3ccccc3C2=N)c1,98.0,3.0,13,-2.6,10,-2.7,98.6,17.0,97.0,-0.8,14.9
COC(=O)C1C2c3ccccc3OC1(C)N=c1s/c(=C/c3cnn(C)c3C)c(=O)n12 (stereo unspecified),99.8,64.0*,8,3.2,16,-7.8,104.0,8.8,100.9,6.7,nt
CCn1nc(-c2ccccc2)nc2c(=O)n(C)c(=O)nc1-2,101.9,5.0,5,0.1,10,-20.2,100.6,-8.8,98.0,0.3,nt
CCC(=O)N1CC(=O)Nc2ccc(Cl)cc2C1c1ccc(F)cc1 (stereo unspecified),101.0,-8.0,33,-2.6,14,-12.1,101.1,-1.0,104.9,-1.0,nt
